# V1R ag counter: agonists of human V1a receptor, primary screen, counter-screen for OXTR agonist project, fluorescence, CHO-V1R cells; Vasopressin V1a receptor (Homo sapiens), P37288; Fluo-8 calcium fluorescence, agonist mode; 0% DMSO, 100% 3 nM vasopressin; activation, % at 3 µM; 320,000 tested, 0.25% active;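 active = activation above the mean activation of all tested compounds plus 3 SD, per screening run, cut at about 20% in these data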;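 also: signal is peak over basal fluorescence ratio across a 100 second FLIPR read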
# Target sequence (P37288 whole entry, looked up): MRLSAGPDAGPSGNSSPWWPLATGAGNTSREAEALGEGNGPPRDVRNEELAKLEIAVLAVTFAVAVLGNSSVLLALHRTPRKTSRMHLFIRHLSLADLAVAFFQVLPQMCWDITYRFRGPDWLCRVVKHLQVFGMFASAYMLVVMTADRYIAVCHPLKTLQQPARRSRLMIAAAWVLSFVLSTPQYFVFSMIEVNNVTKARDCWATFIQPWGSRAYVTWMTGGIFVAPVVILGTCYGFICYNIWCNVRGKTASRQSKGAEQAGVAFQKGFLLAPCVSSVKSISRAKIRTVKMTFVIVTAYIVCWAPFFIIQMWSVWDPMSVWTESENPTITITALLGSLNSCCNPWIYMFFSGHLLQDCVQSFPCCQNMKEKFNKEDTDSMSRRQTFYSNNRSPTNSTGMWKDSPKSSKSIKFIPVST
# TAAR1 antagonist: human TAAR1 antagonists, primary screen, Fluo-8 calcium fluorescence, CHO RD-HGA16 cells; AID 624466, 2012; Trace amine-associated receptor 1 (Homo sapiens), Q96RJ0; antagonist; inhibition, % at 3 µM; 360,000 tested, 1.5% active;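 active = inhibition above a per-plate cutoff, the mean inhibition of test compounds on that plate plus 3 SD, cut at about 49% in these data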;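 also: 0% = DMSO plus EC80 beta-PEA response and 100% = DMSO alone without agonist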
# Target sequence (Q96RJ0 whole entry, looked up): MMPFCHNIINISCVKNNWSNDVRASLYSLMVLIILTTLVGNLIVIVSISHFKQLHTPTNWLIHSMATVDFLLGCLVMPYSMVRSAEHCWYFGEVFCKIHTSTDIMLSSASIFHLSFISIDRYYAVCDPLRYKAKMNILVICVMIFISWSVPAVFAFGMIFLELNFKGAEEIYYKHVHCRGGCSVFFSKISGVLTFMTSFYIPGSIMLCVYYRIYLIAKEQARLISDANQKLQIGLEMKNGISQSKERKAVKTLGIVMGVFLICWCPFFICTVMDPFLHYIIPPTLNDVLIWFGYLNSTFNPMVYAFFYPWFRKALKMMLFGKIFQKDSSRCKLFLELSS
#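 Assay system: CHO-derived RD-HGA16 cells stably expressing human TAAR1 plus Gα16. Timing: 140 s kinetic read after compound, 140 s after agonist. Technique: kinetic Fluo-8 calcium fluorescence measurement. Measure: % inhibition of agonist calcium response.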
# CHRM1 agonist: human M1 muscarinic receptor agonists, primary screen, Fluo-8 calcium fluorescence, CHO-K1 cells, HTS; CHO-K1 hM1, agonist mode; 0% DMSO, 100% acetylcholine EC100; AID 588814, 2011; Muscarinic acetylcholine receptor M1 (Homo sapiens), P11229; activation, % at 3 µM; 360,000 tested, 0.33% active;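 active = activation above the run's mean compound activation plus 3 SD, cut at about 16% in these data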;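 also: peak over basal fluorescence ratio within a 140 s kinetic read after compound addition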
# OXTR potentiator: human OXTR potentiators, primary screen, fluorescence, CHO-OTR cells, Fluo-8 calcium. AID 2445, 2010. Oxytocin receptor (Homo sapiens), P30559. 320,000 tested, 0.061% active. activation, % at 3 µM. Fluo-8 calcium fluorescence, potentiator mode; 0% = oxytocin EC15, 100% = EC100;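 active = activation above that plate's cutoff, the mean activation of tested compounds plus 3 SD, cut at about 6.6% in these data, passing the limit was not always enough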;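 also: 100% uses oxytocin at 75 nM as the full agonist control; some results filed as inactive read as strong as hits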
#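 Measured by – Fluo-8 calcium dye fluorescence · Test system – human OTR in CHO cells · Dosing – one concentration, 3.0 µM compound · Controls – EC15 oxytocin alone as 0%, 75 nM oxytocin as 100% · Evaluation – normalized max/min fluorescence ratio, % activation · Timing – 6 min pre-incubation, 100 s read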
# CHO parental Ca: ATP-evoked calcium signal inhibitors, parental CHO, primary screen, counter-screen for OX1R antagonist project, cell-based, fluorescence, Fluo-8 calcium dye; parental CHO-K1, ATP-induced calcium, Fluo-8 fluorescence; inhibition, % at 5.6 µM; 330,000 tested, 0.63% active;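 active = inhibition above that plate's mean sample inhibition plus 3 SD, cut at about 26% in these data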;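 also: 0% = ATP-challenged DMSO wells and 100% = DMSO wells without ATP; some compounds past the cut are filed as inactive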
#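 Test system: parental CHO cells; detection: calcium-sensitive Fluo-8 fluorescence; evaluation: percent inhibition of calcium signal; also added: ATP as calcium-mobilizing challenge; repeats: one well per compound; control set: ATP-challenged DMSO wells low, unchallenged DMSO wells high; compound: single nominal dose of 5.6 µM per compound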
# TAAR1 ag: human TAAR1 agonists, primary screen, Fluo-8 calcium fluorescence, CHO RD-HGA16 cells; vehicle wells 0%, saturating PEA agonist 100%; AID 624467, 2012; 360,000 tested, 0.99% active; Trace amine-associated receptor 1 (Homo sapiens), Q96RJ0; activation, % at 3 µM;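 active = activation above the mean activation of all test compounds in the run plus 3 SD, cut at about 38% in these data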
#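 System: CHO-derived RD-HGA16 cells with stable Gα16 and human TAAR1. Times: 17-24 h plating, Fluo-8 75 min 37 °C, 30 min RT. Measured by: calcium-sensitive Fluo-8 signal, excitation 470-495, emission 515-575 nm. Read-out basis: % activation relative to PEA EC100 response. Control set: DMSO and PEA EC100. Repeats: no replicates (n 1).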
# M1 PAM parental: nonselective calcium activators in parental CHO-K1 cells, primary screen, counter-screen for M1 PAM project, cell-based, Fluo-8 calcium fluorescence, full deck, 1536-well; ATP EC20; 0% at ATP EC20, 100% at ATP max; activation, % at 3 µM; 360,000 tested, 0.02% active; AID 602247, 2012;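 active = activation above the run cutoff, the mean activation of all test compounds plus 3 SD, cut at about 40% in these data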;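 also: peak over basal fluorescence ratio in a 140 s read after ATP addition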
# CHO-K1 Ca antag: M1 antagonist counterscreen hit in parental CHO-K1 cells; ATP-induced calcium, Fluo-8 fluorescence; inhibition, % at 3 µM; 360,000 tested, 0.6% active;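 active = inhibition above a per-plate cutoff, the plate's mean sample inhibition plus 3 SD, cut at about 24% in these data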;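 also: 0% = DMSO plus EC80 ATP and 100% = DMSO alone without ATP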
# CHO-K1 Ca ag: counter-screen for M1 agonists: effect in parental CHO-K1 cells. Fluo-8 calcium fluorescence; scaled to maximal ATP response, vehicle zero. activation, % at 3 µM. 360,000 tested, 0.48% active; in the data active = activation above about 15%;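 also: untransfected CHO-K1 host cells lacking M1 receptor as counterscreen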
# * = called active by the depositor; . = not tested or not shown. Outcome played no part in choosing rows; 3.3% or so of the library scored in one or more.
SMILES,V1R ag counter,TAAR1 antagonist,CHRM1 agonist,OXTR potentiator,CHO parental Ca,TAAR1 ag,M1 PAM parental,CHO-K1 Ca antag,CHO-K1 Ca ag
COc1ccc(C(=O)NCc2nnc(SC)n2C2CCCCC2)cc1,0.3,-13,-3,-2,-11,1,-7,10,-0.1
COc1ccccc1Cc1nc2ccccc2n1S(=O)(=O)c1ccc(Cl)cc1,2.9,2,-8,-5,-5,1,2,1,0.5
O=C(OCc1ccccc1)/C(=C/c1cccc(Br)c1)NC(=O)c1ccco1,0.2,21,-4,-9,-17,0,6,-12,0.0
O=C(NCS(=O)(=O)c1ccccc1)c1ccccc1,0.8,6,-3,-6,1,12,16,0,1.4
COCCNC(=O)C1=C(N)C(C(=O)Nc2ccc(C)c(S(=O)(=O)N3CCCCC3)c2)SC1=Nc1ccc(C)cc1C (configuration not stated),0.3,.,1,-3,-6,.,4,1,-0.5
O=S(=O)(NCC1CCCO1)c1ccc2ccccc2c1 (configuration not stated),0.3,-14,-2,-9,1,6,11,-19,0.9
c1ccc(-c2nc3cccnc3nc2-c2ccccc2)cc1,-1.9,-25,-8,-10,5,4,10,-7,-0.3
CCCN1CCC(NC(=O)Cc2cccc(C)c2)CC1,0.5,-3,-2,-2,-4,1,4,-1,0.0
Cc1ccc(N(C(=O)c2ccn[nH]2)C(C(=O)NC2CCCC2)c2cccs2)cc1 (configuration not stated),0.7,3,.,3,-7,8,.,.,.
COc1cc(OC)cc(C(=O)NCCCN2CCN(CCCNC(=O)c3cc(OC)cc(OC)c3)CC2)c1,1.2,-8,-10,3,-4,2,18,-6,-0.3
Cc1ccc(Cl)cc1NC(=O)C1CC(=O)N(C(C)C)C1 (configuration not stated),0.1,-2,-4,7,2,0,15,-5,0.2
CCOc1ccc(NC(=O)CN(C)C(=O)c2ccc(N3CCCCC3)c([N+](=O)[O-])c2)cc1OCC,3.3,1,-4,-2,-21,-1,-22,-3,0.0
CCCCNc1ccc(C(=O)O)cc1,0.7,-29,-2,-8,-1,3,16,-12,-0.1
CCC(C)NC(=O)C1CCN(S(=O)(=O)c2cccc3nonc23)CC1 (configuration not stated),0.7,-1,-3,0,-3,-1,23,0,0.7
Cc1ccccc1NC(=O)c1c(C)[nH]c(=S)c(C#N)c1-c1ccco1,0.5,-27,-4,-5,-6,2,19,-16,0.9
Cc1ccc(S(=O)(=O)N(C)c2ccccc2C(=O)N2CCCC2)cc1,-0.1,-25,0,-3,-12,1,-27,9,0.2
CN(C)CCN=Cc1c(O)n(Cc2ccc3c(c2)OCO3)c(=O)c2ccccc12,0.4,2,1,0,-17,4,8,-5,0.0
CC(C)C[C@H](NC(=O)N1CC(=O)Nc2ccccc21)C(=O)N[C@H](Cc1c[nH]c2ccccc12)C(=O)O,0.4,3,-3,3,-19,1,33,-7,0.6
Fc1cccc(Cl)c1/C=N/Nc1c(Cl)cncc1Cl,-0.8,3,-10,-6,-8,-2,15,-10,-0.6
O=S(=O)(Cc1ccccc1)NCC1CCCN(Cc2ccc3nonc3c2)C1 (configuration not stated),0.0,-1,-6,-10,-18,-2,12,-8,0.2
Cc1nc2ccccn2c(=O)c1NC(=O)c1cccc2ccccc12,0.4,28,-2,4,-9,6,3,2,2.0
CCCOC(=O)c1ccc(Oc2coc3c(CN(CC)CC)c(O)ccc3c2=O)cc1,1.3,8,-11,-11,-16,1,-5,3,-0.3
O=C(Nc1ccc2nc3n(c(=O)c2c1)CCCCC3)c1cc([N+](=O)[O-])ccc1F,0.7,-6,-6,-8,-15,0,-8,-5,0.8
COc1ccc(OC)c(NC(=O)c2cc(S(=O)(=O)N3CCCC3)cn2C)c1,-1.0,-23,-3,1,-7,1,20,0,0.8
CC(=O)c1cccc(S(=O)(=O)N2CCN(CCOc3ccccc3)CC2)c1,3.1,-8,-4,-2,-23,4,32,-3,2.6

# Arranged by value in TAAR1 ag (largest number first): three from the list above.
Molecule	TAAR1 antagonist	CHRM1 agonist	TAAR1 ag
Cc1nc2ccccn2c(=O)c1NC(=O)c1cccc2ccccc12	28	-2	6
CCCCNc1ccc(C(=O)O)cc1	-29	-2	3
O=S(=O)(Cc1ccccc1)NCC1CCCN(Cc2ccc3nonc3c2)C1 (configuration not stated)	-1	-6	-2

# New compounds follow:
SMILES,V1R ag counter,TAAR1 antagonist,CHRM1 agonist,OXTR potentiator,CHO parental Ca,TAAR1 ag,M1 PAM parental,CHO-K1 Ca antag,CHO-K1 Ca ag
CN(C)c1ccc(C(CNC(=O)c2cccs2)N(C)C)cc1 (configuration not stated),0.6,8,-8,-6,-2,0,3,-7,0.9
CCCC1(C(=O)OCC)NC(c2ccc(OC)cc2OC)C2C(=O)N(c3ccccc3)C(=O)C21 (configuration not stated),-1.0,3,-4,-1,-11,6,-1,-1,0.0
Cc1cc(=O)n2[nH]c(CCC(=O)O)nc2n1,0.6,-4,-1,4,1,2,-6,-3,-0.1
COC(=O)c1ccccc1NC(=O)C12CC3CC(C1)CC(n1cnc(Cl)n1)(C3)C2,-2.0,-5,-4,1,-43,4,1,-3,0.1
CN1CCN(C(=S)c2ccc(-c3cccc([N+](=O)[O-])c3)o2)CC1,-2.1,-15,-3,-13,-12,0,5,7,4.9
Cc1ccc(-c2nnn(Cc3nc(N)nc(N4CCOCC4)n3)n2)cc1,4.3,-10,-3,-4,-14,8,15,-5,0.8
CCOC(=O)c1cc(C(C)(C)C)oc1CNC(=O)c1c(C)oc2c1CCCC2,-1.1,-5,-2,-7,-21,-1,17,-10,-0.1
CC1CCCCN1C(=O)CNCC1CCCO1 (configuration not stated),1.1,-4,-15,-6,-4,1,-1,-13,0.8
O=c1nc(-c2ccccc2)n(-c2ccc(Cl)cc2)[nH]1,2.2,-7,-3,-2,-12,6,12,-1,2.0
O=C1CN(C(=O)COC(=O)CNC(=O)c2ccccc2)c2ccccc2N1,0.8,4,-5,0,0,0,26,-5,2.0
S=c1nc(-c2ccccn2)c(-c2ccccn2)n[nH]1,.,.,0,.,.,.,23,-14,0.8
CC/C(=C(\c1ccc(O)cc1)c1ccc(OCCN(C)C)cc1)c1ccccc1,4.0,14,1,-8,0,36,17,-2,1.4
Fc1cccc(Cl)c1-c1nnc2ccc(N3CCOCC3)nn12,0.4,-1,-5,2,-8,3,15,-5,0.0
Cc1cc2nccc(-c3ccc(Cl)cc3Cl)n2n1,-1.4,5,-4,-1,-10,-3,0,-4,-0.1
O=C(c1sc2cc(F)ccc2c1Cl)N1CCN(c2cccc(Cl)c2)CC1,1.0,-6,-6,-7,-39,0,16,-14,1.6
CC(=O)N1CCN(C(=O)c2ccc(-c3ccccc3Cl)o2)CC1,-0.1,3,0,-7,-10,7,5,-7,-0.1
COc1ccc(-n2ncc3c2CC(C)(C)CC3NC(=O)CCN2CCCC2=O)cc1 (configuration not stated),0.7,-1,-2,8,-14,1,-14,-9,0.1
CC(=O)Nc1ccc(S(=O)(=O)N(C#N)c2nc(N(C)C)nc(N(C)C)n2)cc1,0.3,-1,-4,-8,0,-1,9,0,0.5
Cc1ccc(S(=O)(=O)N2CCN(Cc3cc(C(C)(C)C)ccc3O)CC2)cc1,0.6,16,-3,-4,-5,1,9,-2,1.5
CCN1/C(=C\c2ccc3cc(C)ccc3[n+]2CC)Sc2cc(C)c(C)cc21,.,13,13,.,.,16,-4,35*,18*
Cc1cccc2cc(/C=C/C(=O)c3ccco3)c(Cl)nc12,-2.1,-7,-4,-8,-17,-2,-11,4,-0.1
O=C(COC(=O)CCNS(=O)(=O)c1ccccc1)NNC(=O)c1ccccc1,-0.7,-17,-1,-11,6,1,12,-9,1.5
CC(C#N)(NC(=O)CN1CCN(S(=O)(=O)c2ccc(Br)cc2Cl)CC1)C1CC1 (configuration not stated),4.8,-1,0,-4,-26,3,5,-20,4.9
CCSc1nc(N)nc2c1ncn2C1OC(CO)C(O)C1O (configuration not stated),.,-17,0,.,.,3,20,-17,0.2
CCOP(=O)(OCC)C(NC(=O)Nc1ccc(C)c(Cl)c1)c1ccccc1 (configuration not stated),4.5,9,-4,-1,-5,9,19,-9,5.7
CCNC(=S)NNC(=O)c1cc(Br)cs1,0.4,-1,-3,-1,1,1,3,-1,0.4
O=C(Nc1ccc2c(c1)CN(Cc1ccc(CO)o1)CC2)c1ccc(C(F)(F)F)cc1,0.3,-14,-1,-21,-12,3,-2,5,1.9
COc1ccc(C(=O)Nc2ccc(C(=O)NCCc3ccc(OC)c(OC)c3)cc2)cc1,0.5,15,-2,-5,-15,3,13,-17,0.0

# Among those listed so far, these contain an aryl methoxy group:
SMILES,V1R ag counter,TAAR1 antagonist,CHRM1 agonist,OXTR potentiator,CHO parental Ca,TAAR1 ag,M1 PAM parental,CHO-K1 Ca antag,CHO-K1 Ca ag
COc1ccc(C(=O)NCc2nnc(SC)n2C2CCCCC2)cc1,0.3,-13,-3,-2,-11,1,-7,10,-0.1
COc1ccccc1Cc1nc2ccccc2n1S(=O)(=O)c1ccc(Cl)cc1,2.9,2,-8,-5,-5,1,2,1,0.5
COc1cc(OC)cc(C(=O)NCCCN2CCN(CCCNC(=O)c3cc(OC)cc(OC)c3)CC2)c1,1.2,-8,-10,3,-4,2,18,-6,-0.3
COc1ccc(OC)c(NC(=O)c2cc(S(=O)(=O)N3CCCC3)cn2C)c1,-1.0,-23,-3,1,-7,1,20,0,0.8
CCCC1(C(=O)OCC)NC(c2ccc(OC)cc2OC)C2C(=O)N(c3ccccc3)C(=O)C21 (configuration not stated),-1.0,3,-4,-1,-11,6,-1,-1,0.0
COc1ccc(-n2ncc3c2CC(C)(C)CC3NC(=O)CCN2CCCC2=O)cc1 (configuration not stated),0.7,-1,-2,8,-14,1,-14,-9,0.1
COc1ccc(C(=O)Nc2ccc(C(=O)NCCc3ccc(OC)c(OC)c3)cc2)cc1,0.5,15,-2,-5,-15,3,13,-17,0.0

# High-throughput results deposited in PubChem BioAssay by The Scripps Research Institute Molecular Screening Center.
